TTR transcr act = activators of transthyretin transcription; SH-SY5Y TTR promoter Gaussia luciferase, luminescence; 100% = recombinant luciferase protein wells; activation, % at 16.7 µM; hit rate 1.3% among 92,000; AID 1117267;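 active = activation above the mean of all tested compounds plus 3 SD, cut at about 9.5% in these data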;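 note: cells exposed to compounds for one day before reading; 0% = median of all test compound wells on the plate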
* = called active by the depositor. The list is partial. The share of hits here may be higher or lower than overall.

Compound	TTR transcr act
CC1CC(CC(=O)NC(=S)Nc2ccccc2Cl)C(=O)O1 (stereo not given)	-0.9
CC(NC(=O)COC(=O)/C=C/c1ccc([N+](=O)[O-])cc1)c1ccccc1 (stereo not given)	-0.2
O=Cc1ccc(Oc2cc(-c3ccccc3)nc(-c3ccccc3)n2)cc1	-1.1
CS(=O)(=O)N(CC(=O)NCc1ccncc1)Cc1ccc(Cl)cc1	-0.6
CC(C)(C)c1cnnn1-c1ccc(-c2csc(N)n2)cc1	0.9
Cn1c(=O)c2c(nc(NCCc3ccccc3)n2Cc2ccc(F)cc2)n(C)c1=O	1.8
O=c1oc2ccccc2c2nccnc12	0.4
CCCCNc1c(-c2ccc(SC3CCCCC3)c(OC)c2)nc2ccc(Cl)cn12	-2.3
Cc1cc(OCCCCCN2CCCC2)ccc1Cl	0.1
COC(=O)c1c(C)oc(C)c1S(=O)(=O)NCc1cccs1	-0.8

Remaining list, next part
Compound	TTR transcr act
CN(C)C(=S)Nc1cccc(-c2n[nH]c(=S)o2)c1	1.1
CC(C)(C)NC(=O)C(c1cccs1)N(C(=O)C(=O)NC1CCCC1)c1ccccc1F (stereo not given)	0.8
Cn1c(=O)c2[nH]c(SCCN3CCOCC3)nc2n(C)c1=S	0.3
CCOc1ccccc1NC(=O)N1CCCC1C(=O)Nc1ccc(NC(C)=O)cc1 (stereo not given)	-1.5
COc1ccccc1N1CCN(Cc2nc(-c3ccc(F)cc3)oc2C)CC1	-2.7
COC(=O)CC1C(=O)NCCN1C(=O)CSc1nc2ccccc2o1 (stereo not given)	0.6
C=CCSc1nc(O)c(C2OC(=O)c3c2ccc(OC)c3OC)c(=O)n1-c1ccccc1 (stereo not given)	-1.0
CCOc1ccc2nc(NC(=O)C3(C)CC3(Br)Br)sc2c1 (stereo not given)	-0.2
CS(=O)(=O)c1ccc2nc(NC(=O)c3cc(-c4ccccc4)nn3-c3ccccc3)sc2c1	0.7
O=C(CSc1ccccc1F)NCCCN1CCCC1=O	-1.4

Further compounds follow:
Compound	TTR transcr act
O=C(Nc1nnc(SCc2ccccc2F)s1)C1=COCCO1	0.4
CC(C)(C)C(=O)CN1C(=O)C2(OCCO2)c2ccccc21	-1.3
O=C(Cn1ncc2c1-c1ccccc1OC2)Nc1nc2ccccc2s1	-0.8
CC(=O)C[C@@H]1OC[C@H](C(C)C)N1S(=O)(=O)c1ccc(C)cc1	-2.5
CCOc1cc(/C=C(\C#N)C(=O)Nc2ccccn2)ccc1O	1.2
Cc1cc(N2CCCCC2)nc(N)n1	-0.3
COc1ccc(CCNS(=O)(=O)c2ccc3oc(C(=O)O)c(C)c3c2)cc1OC	0.2
O=C(Nc1ccc(S(=O)(=O)Nc2ccccn2)cc1)c1ccc(Cl)cc1Cl	-0.7
COC(=O)[C@]12C[C@H](CC(=O)NCc3cccc(C(F)(F)F)c3)C(=O)N(Cc3ccc(Cl)cc3Cl)C1=C[C@H](C(C)C)O[C@@H]2C1CC1	0.0
COc1cc(-c2noc(C3CCCN(C(=O)c4ccccc4)C3)n2)cc(OC)c1OC (stereo not given)	2.6

(listing goes on)
Compound	TTR transcr act
Cc1ccc(NC2CCCN(C(=O)c3cccc4nccnc34)C2)cc1C (stereo not given)	1.6
COc1ccc(NC(=O)CSc2nnc(-c3ccccn3)n2-c2ccccc2)cc1OC	-0.1
O=C(c1c(F)cccc1F)N1CCCC(c2nc(-c3cccs3)no2)C1 (stereo not given)	-1.4
Cn1c(=N)n(CC(=O)c2ccc(F)cc2)c2ccccc21	-2.2
CCn1cnc2cc(NC(=O)c3ccco3)ccc21	0.8
O=C(NCCCN1CCCC(O)C1)c1cc(COc2ccc(F)cc2F)on1 (stereo not given)	-1.1
CN(C(=O)c1cccc(NC(=O)Cc2cccc(NC(=O)C3CCN(C(=O)C4CCCCC4)CC3)c2)c1)C1CCC1	-1.6
CCOC(=O)[C@@H]1[C@H]2COc3cc(OC)ccc3[C@H]2N2C(=O)N(c3ccc(Cl)cc3)C(=O)[C@]12C	0.0
CCOc1ccc(C(C)=O)cc1CSc1nnnn1-c1ccc(O)cc1	-0.8
NNC(=O)c1ccc(-c2ccccc2F)cc1	-3.4

As entered above.
TTR transcr act with CCn1cnc2cc(NC(=O)c3ccco3)ccc21 = 0.8
TTR transcr act with CN(C(=O)c1cccc(NC(=O)Cc2cccc(NC(=O)C3CCN(C(=O)C4CCCCC4)CC3)c2)c1)C1CCC1 = -1.6

The results go on:
Compound	TTR transcr act
CC1CCN(CCc2nc3cc(NC(=O)NC4CCCCC4)ccc3n2C)CC1	-2.4
O=Cc1cccc2ccc3cccc(C(=O)O)c3c12	3.2
C/C(=N\NC(N)=O)c1c(F)cccc1F	1.8
COc1cccc(NC(=O)CCC2CCN(C(=O)C(OC)c3ccccc3)CC2)c1 (stereo not given)	-0.5
OCCN1CCN(CC(O)COCCOc2ccc(Br)cc2)CC1 (stereo not given)	1.5
Cc1cc(NC(=O)COC(=O)CNS(=O)(=O)c2ccc(C)c(C)c2)no1	2.1
CCN(CC)S(=O)(=O)c1cc(NC(=O)CSc2n[nH]c(N)n2)ccc1C	5.5
Cc1ccc2nc(C3CCCCC3)c(Cc3cccc(Cl)c3)n2c1	-0.5
CCC(CC)C(=O)N1CC(=O)Nc2ccc(F)cc2C1c1ccc(F)cc1 (stereo not given)	0.8
C=CCC1(CC=C)CC(Cc2cnccn2)N(C(=O)OC(C)(C)C)C1 (stereo not given)	-0.1

Next structures:
Compound	TTR transcr act
O=C(CCN1CCOCC1)c1ccc(N2CCCCC2)cc1	10.0*
COc1ccc(N(CC(=O)NCCC2=CCCCC2)S(C)(=O)=O)cc1	0.1
COc1ccc(CN2CCN(C3CCC3)CC2CCO)c(C)c1C (stereo not given)	-0.2
CCCOC(=O)c1cccc(Nc2nc(-c3cccnc3)nc3ccccc23)c1	-3.8
O=c1c2ccccc2[nH]c(=S)n1-c1cccc(S(=O)(=O)N2CCCC2)c1	-0.6
Cc1ccc2sc(=O)[nH]c2c1	2.1
Fc1ccc(-c2nnc(-c3ccc4ccccc4c3)o2)cc1	0.3
O=C(Cc1ccccc1)Nc1nc(-c2cccc([N+](=O)[O-])c2)cs1	0.2
COc1ccc(Cl)cc1Nc1cc(C)nc2ccccc12	-2.0
Cc1nc(SC2CC(=O)N(c3ccccc3)C2=O)nc2c1CCCC2 (stereo not given)	0.8

Quoted at random: six entries already listed
Compound	TTR transcr act
CC(C)(C)NC(=O)C(c1cccs1)N(C(=O)C(=O)NC1CCCC1)c1ccccc1F (stereo not given)	0.8
CCOc1cc(/C=C(\C#N)C(=O)Nc2ccccn2)ccc1O	1.2
COC(=O)CC1C(=O)NCCN1C(=O)CSc1nc2ccccc2o1 (stereo not given)	0.6
COC(=O)c1c(C)oc(C)c1S(=O)(=O)NCc1cccs1	-0.8
COc1cccc(NC(=O)CCC2CCN(C(=O)C(OC)c3ccccc3)CC2)c1 (stereo not given)	-0.5
O=Cc1cccc2ccc3cccc(C(=O)O)c3c12	3.2

The listing continues.
Compound	TTR transcr act
CCOc1ccc(Nc2nc(N)nc(CSC(=S)N3CCN(c4ccccc4)CC3)n2)cc1	3.2
COC(=O)CNC(=S)NC(=O)c1ccc(C(C)(C)C)cc1	-0.1
COC(=O)C[C@H]1C[C@H]2c3cc(NC(=O)Cc4ccncc4)ccc3O[C@H]2[C@@H](CO)O1	1.4
O=[N+]([O-])c1cccc(/C=N\N2CCN(c3ccc(Cl)cc3)CC2)c1	2.0
CC(C)c1ccc(N(CC(=O)N2CCN(Cc3ccccc3)CC2)S(C)(=O)=O)cc1	1.2
CC(C)(C)CC(=O)N1CCN(Cc2ccc3c(c2)OCO3)CC1	-1.8
O=C1NC[C@H](Cc2ccc(O)cc2)N(C[C@@H]2CCCN2C[C@H](Cc2ccc(O)cc2)N2C[C@H](Cc3ccccc3)N(CCc3ccccc3)C(=O)C2=O)C1=O	0.1
C=CCOC(=O)c1ccccc1C(=O)OCC1CO1 (stereo not given)	-1.2
O=C(CN(c1ccc(F)cc1)S(=O)(=O)c1ccc2c(c1)OCCO2)Nc1cccnc1	-2.5
Cc1ccc(/C=N/NC(=O)Cn2ccc(C(F)(F)F)n2)o1	3.0

(list continues)
Compound	TTR transcr act
CC(C)(CO)NC(=O)CC1C(=O)NCCN1CC(c1ccccc1)c1ccccc1 (stereo not given)	-1.2
O=C(Nc1ccnn1C1CCN(CCCc2ccccc2)CC1)c1ccccc1Cl	6.4
Cc1nn(CC(=O)Nc2ccc(C#N)cc2)c(C)c1[N+](=O)[O-]	-0.7
CN1CCN(CC(=O)Nc2ccccc2C(F)(F)F)CC1	-0.5
C#CCOCCOCCOCCNc1nc(N2CCN(C(=O)[C@H](CCCCN)n3cc([C@@H](N)C(C)CC)nn3)CC2)nc(N2CCN(C(=O)[C@H](CCCCN)n3cc([C@@H](N)C(C)CC)nn3)CC2)n1 (stereo not given in full)	-0.2
O=C(Nc1ccc2c(c1)OCCO2)C1c2ccccc2C(=O)N2CCc3ccccc3C12 (stereo not given)	-0.7
CN(Cc1cccc(F)c1)C(=O)c1ccc(S(=O)(=O)N2CCCCCC2)cc1	-1.7
O=C(Oc1cccccc1=O)c1ccccc1	-1.7
CCCN1Cc2cccc(C(=O)NCc3ccc(C)cc3)c2C1=O	0.9
O=C(CSc1ccc(Cl)cc1)NCc1ccncc1	2.2

Next section:
Compound	TTR transcr act
CN(CCCn1c(=S)[nH]c2ncccc2c1=O)Cc1ccccc1	5.8
Cc1nc(=S)c2ccccc2[nH]1	-3.6
CCOC(=O)c1c(NC(=O)c2cccs2)sc(CC)c1-c1cccs1	-2.4
O=c1n(Cc2ccc(F)cc2)nc2n1-c1ccccc1SC2	-1.6
O=C(O)C1CCCCC1C(=O)Nc1ccc(-c2ccccc2)cc1 (stereo not given)	0.8
CC12COC3(C(=O)NCCc4ccccc4)CC1CCC32C (stereo not given)	3.1
C/C(=N\NC(=O)c1ccc(Br)cc1)c1cccc(NC(=O)c2cccnc2)c1	-2.1
Cc1cc(NC(=O)c2ccccc2Cl)no1	-0.5
COc1ccc(NC(=O)CCNC(=O)Cn2cnc3sc4c(c3c2=O)CCCC4)cc1OC	-1.6
COc1ccc2nc(/C=N/NC(=O)[C@@H]3CCCN3C(=O)OC(C)(C)C)ccc2c1	0.0

Next part
Compound	TTR transcr act
COc1ccccc1CN1C[C@@H]2C[C@@H](c3[nH]c4c(C)cccc4c3C)N3CCC[C@@]23C1=O	-0.3
CCOC(=O)N1CCN(c2c(N3CCN(c4cc(C)ccc4C)CC3)c(=O)c2=O)CC1	-1.5
Cc1cc(C)c2oc(C(=O)N(Cc3ccccc3)C3CCS(=O)(=O)C3)cc(=O)c2c1 (stereo not given)	-2.9
CCOC(=O)c1ncccc1NC(=O)CC(=O)Nc1cccnc1C(=O)OCC	0.4
CCc1nnc(NC(=O)CSc2nc(-c3ccc(OC)cc3)ns2)s1	-0.9
O=C(CCSc1ccccc1)Nc1nc2c(s1)CCCC2	-1.2
O=C(CCN1CCOCC1)Nc1c(-c2ccccc2)c2cc(Br)ccc2[nH]c1=O	-0.6
Cc1ccc(N2C(=O)c3ccccc3C(C)(C)C2=O)cc1	4.1
Cc1ccc(-n2c(SCC(=O)Nc3ccc4c5c(cccc35)CC4)nc(O)c(C)c2=O)cc1	0.4
CCOC(=O)c1cc2cc(OC)ccc2[nH]1	0.4

Continued.
Compound	TTR transcr act
O=C(Cc1ccccc1)CC(CC(=O)c1ccccc1)c1ccccc1 (stereo not given)	-0.3
CCCCNC(=O)C1(C)CCCCN1C(=O)c1ccc2c(c1)CCO2 (stereo not given)	1.6
Cc1ccc(C(=O)NCc2ccco2)cc1S(=O)(=O)Nc1cccc(C)c1C	2.0
CCN(CCNCC(O)COCc1ccc(Cl)cc1)c1cccc(C)c1 (stereo not given)	2.5
CCn1c(-c2cc(-c3ccccc3OC)nc3ccccc23)n[nH]c1=S	2.2
Cc1ccc(-n2nnnc2C(Cl)(Cl)c2nnnn2-c2ccc(C)cc2)cc1	-5.9
CC1CC(C)CN(CC(C)(C)NS(=O)(=O)c2ccc(Cl)cc2)C1 (stereo not given)	6.2
O=C(O)c1cc(-n2cccc2)ccc1N1CCOCC1	1.1
COc1cc(/C=C2\CCc3ccccc3C2=O)cc(OC)c1OC	-2.3
CCC/C(O)=C1\C(=O)CCCC1=NCCc1c(C)[nH]c2ccccc12	-1.9

Additional records:
Compound	TTR transcr act
Cc1cc(C)cc(Oc2cc(NC(=O)c3cn(C)nc3C)cc([N+](=O)[O-])c2)c1	-0.8
COc1ccc(-c2ccc3oc(-c4ccc(OC)cc4)c(C#CC4(O)CCCCC4)c3c2)cc1	-5.8
CCSc1nc(-c2cccnc2)ccc1C#N	2.9
CCOC(=O)c1ccc(CNC(=O)C2CCC(=O)N(Cc3cccc(OC)c3)C2)o1 (stereo not given)	0.2
Cn1c(SCC(=O)c2ccc3c(c2)OCO3)nnc1-c1ccccn1	4.1
COc1ccc(C2CC(c3ccccc3)=NN2C(=O)COC(=O)c2nc3nccc(C)n3n2)cc1 (stereo not given)	-0.4
CC(C)(C)c1ccc(-c2ncccc2O)cc1	0.9
CCOC(=O)c1oc2ccc(S(=O)(=O)n3nc(-c4cc(OC)c(OC)c(OC)c4)cc3N)cc2c1C	-1.8
CSc1ncnc2c1ncn2CCCNCCc1ccccn1	0.4
Cc1ccc(NS(=O)(=O)c2csc(C(N)=O)c2)c(C)c1	1.8

(listing goes on)
Compound	TTR transcr act
CCOC(=O)c1cccc(NC(=O)c2c(NCc3ccccc3)[nH]c(=O)[nH]c2=O)c1	-0.6
COc1ccc(-c2cnc3ncnn3c2N)cc1	-0.9
CCOc1ccc(N(Cc2ccc(OC)cc2)C(=O)c2ccco2)cc1	-0.6
COc1ccccc1/C=C/C(=O)c1ccc(NC(C)=O)cc1	-0.8
CCOC(=O)C1CCN(C(=O)Nc2ccc(OC)c(OC)c2)CC1	-0.1
COCCNC(=O)c1c(CSc2ccc(Cl)cc2)noc1C(=O)NCc1ccccc1	0.8
